# iPSC survival up: enhancers of single-cell hiPSC survival, primary screen, ATPlite luminescence. 100% = ROCK inhibitor wells, 0% = DMSO. actives 0.044% (n = 360,000). survival enhancement, % at 20 µM; in the data active = survival enhancement above about 18%;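 note: cells exposed to compounds for 16 hours before the ATP read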
# Exocytosis inh: LAMP-1 surface exposure blockers, TALL-104 cells – cell-based, flow cytometry, MLPCN library, primary screen; inhibition, % at 10 µM; actives 0.66% (n = 360,000); TALL-104 LAMP-1 surface exposure; cells stimulated with thapsigargin and PMA;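 active = inhibition above about 55%, limit read from the data; inconclusive = no clear call, values can overlap the other calls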
# NR2E3 ag-1: inhibitors of NR2E3-RetCOR corepressor binding, primary screen, NR2E3 agonist project, biochemical, TR-FRET, GST-NR2E3, biotin-RetCOR. 1536-well. inhibition of corepressor binding, % at 4.78 µM. actives 0.12% (n = 320,000). AID 2300, 2010;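 active = percent inhibition above the cutoff of mean plus 3 SD of all tested compounds, set per screening campaign, cut at about 20% in these data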;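 note: 0% = DMSO wells and 100% = biotin wells as full block of FRET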
# Target sequence (Q9Y5X4 whole entry, looked up): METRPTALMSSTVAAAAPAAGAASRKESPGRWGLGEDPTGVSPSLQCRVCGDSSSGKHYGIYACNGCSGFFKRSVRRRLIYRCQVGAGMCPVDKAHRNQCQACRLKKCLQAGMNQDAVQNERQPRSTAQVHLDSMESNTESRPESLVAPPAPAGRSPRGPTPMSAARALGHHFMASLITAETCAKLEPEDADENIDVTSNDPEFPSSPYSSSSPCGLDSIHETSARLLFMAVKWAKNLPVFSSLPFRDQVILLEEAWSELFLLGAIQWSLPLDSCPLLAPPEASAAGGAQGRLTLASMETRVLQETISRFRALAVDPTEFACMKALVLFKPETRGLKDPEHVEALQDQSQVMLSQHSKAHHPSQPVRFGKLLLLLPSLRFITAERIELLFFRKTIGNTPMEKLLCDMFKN
#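 Material: NR2E3–RetCOR corepressor complex | Quantity: 1.35 nM GST-tagged NR2E3 final | Schedule: 5 h at 4 °C | Replication: Singlicate compound wells | Reagent: RetCOR corepressor, biotinylated, 7 nM | Controls: Biotin wells as high control, 0.6% DMSO wells as low control | Signal: TR-FRET, Eu(K)-anti-GST donor, streptavidin-D2 acceptor, ex 340, em 617/671 nm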
# HIF-2a inh: HIF-2a reporter inhibitors, primary screen, luminescence, 786-0 RCC cells; 786-0 RCC cells HIF-2a reporter, luciferase luminescence, overnight; inhibition, % at 18.8 µM; actives 0.72% (n = 360,000); AID 624352, 2012;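 active = inhibition of the luminescence signal of 40% or more relative to plate controls, in a single-dose primary screen at 18.75 µM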
# PDI turbidity: inhibitors of human PDI, primary screen, biochemical, turbidity, single point, plate reader; Protein disulfide-isomerase (Homo sapiens), P07237; PDI insulin aggregation turbidity, A650, 90 min; inhibition, % at 10 µM; actives 0.052% (n = 350,000); AID 588391, 2011;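 active = mean inhibition across replicates of 30% or more, whatever share of single replicates reach that level; inconclusive = mean inhibition below 30% while every single replicate reaches 30%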;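 note: absorbance from insulin aggregation driven by PDI reduction with DTT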
# Target sequence (P07237 whole entry, looked up): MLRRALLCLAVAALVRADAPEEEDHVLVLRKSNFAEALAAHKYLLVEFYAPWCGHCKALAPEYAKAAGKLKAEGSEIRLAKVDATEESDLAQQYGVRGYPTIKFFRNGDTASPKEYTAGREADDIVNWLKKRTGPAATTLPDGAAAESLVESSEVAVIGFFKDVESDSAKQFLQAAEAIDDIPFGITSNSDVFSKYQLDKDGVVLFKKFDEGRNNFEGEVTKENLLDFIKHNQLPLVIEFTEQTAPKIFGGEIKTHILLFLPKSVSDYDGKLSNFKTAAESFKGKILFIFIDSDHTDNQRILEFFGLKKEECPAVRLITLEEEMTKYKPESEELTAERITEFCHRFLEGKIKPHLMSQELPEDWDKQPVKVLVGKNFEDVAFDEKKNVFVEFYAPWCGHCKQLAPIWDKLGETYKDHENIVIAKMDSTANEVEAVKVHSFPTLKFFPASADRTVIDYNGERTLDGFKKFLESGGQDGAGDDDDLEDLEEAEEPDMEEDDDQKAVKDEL
# CaV13 ICDI inh: Primary screen for inhibitors of IQ motif and Ca2+-dependent inactivation inhibitor domain binding in CACNA1D, Förster resonance energy transfer in living cells, … | HEK cells, CFP/YFP FRET ICDI-IQ, plate reader, 10 min; percent FRET-ratio fall versus neutral wells | inhibition, % at 12.3 µM | actives 0.098% (n = 340,000) | AID 743397;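 active = mean replicate inhibition of at least 30% and at least 1% of replicates passing that level; inconclusive = only one of the two criteria is met; inactive = neither criterion is met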;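 note: 0% = median of the neutral control wells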
# TRPM1 prom inh: inhibitors of MITF-dependent TRPM1 promoter reporter, primary screen, cell-based, SK-MEL-5, single point, luciferase; AID 488899, 2010; SK-MEL-5 TRPM1 promoter luciferase, 24 h; actives 0.83% (n = 330,000); inhibition, % at 12.5 µM;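 active = mean inhibition across replicates of 60% or more, whatever share of single replicates reaches that level; inconclusive = some that reach 60%, reason not given; inactive = mean inhibition across replicates below 60%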; note: values of inactives mirror those of a sister screen read the other way
# Vif inh: HIV Vif self-association inhibitors, primary screen, imaging, HEK293T, single point. HEK293T cells, Vif self-association by quenched fluorescence, 24 h. inhibition, % at 7.49 µM. actives 0.35% (n = 340,000). AID 602346, 2012; in the data active = inhibition above about 50%, passing the limit was not always enough; inconclusive = no clear call, values can overlap the other calls; inactive = below about 31%; note: some results filed as inactive read as strong as hits
# Peg3 promoter: Peg3 promoter-driven luciferase inhibitors, primary screen, cell-based, HeLa, luciferase luminescence. HeLa PEG-Prom luciferase reporter, overnight. inhibition, % at 20 µM. actives 1.7% (n = 360,000);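 active = inhibition of at least 50% at 20 µM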
# NR2E3 ag-2: NR2E3 agonists in two-hybrid cells, primary screen, cell-based, luminescence, CHO-S, Gal4-NCOR/VP16-NR2E3; luciferase; AID 602229, 2012; actives 0.35% (n = 360,000); inhibition of corepressor binding, % at 3.98 µM; Photoreceptor-specific nuclear receptor (Homo sapiens), Q9Y5X4;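 active = inhibition above the mean of all tested compounds plus 3 SD, cut at about 70% in these data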;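 note: 0% = DMSO with NR2E3 transfected cells and 100% = cells lacking NR2E3 construct; higher means lower luciferase signal from less NR2E3 corepressor binding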
# aDG glyco act: activators of alpha-DG glycosylation, primary screen, uHTS, Pro5-aDG cells, AlphaScreen; alpha-DG glycosylation AlphaScreen (IIH6); 0% Pro5, 100% B10-LARGE cell signal; activation, % at 10 µM; actives 0.22% (n = 360,000);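 active = activation of at least 8% versus controls, or a plate z-score of at least 8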;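 note: Pro5 are CHO cells carrying HIG-tagged alpha-DG that lacks glycosylation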
# * = called active by the depositor; ? = inconclusive; / = no result given.
SMILES,iPSC survival up,Exocytosis inh,NR2E3 ag-1,HIF-2a inh,PDI turbidity,CaV13 ICDI inh,TRPM1 prom inh,Vif inh,Peg3 promoter,NR2E3 ag-2,aDG glyco act
CN(C)c1cccc(F)c1C(=O)NC(=O)Nc1ccc(Cl)cc1,2.1,-4,/,3,-7,-6,8,-12,6,-65,-0.1
Cc1nn(C)cc1CN(C)C(=O)C1CCC(=O)N(CCc2cccc(F)c2)C1 (stereo unspecified),0.6,10,/,19,1,-5,/,-2,3,2,-0.2
Cc1cc(N2CCCC2)nc2ccc(NC(=S)NCCCN3CCC(C)CC3)cc12,-3.8,30,1,18,0,-4,30,-1,98*,-36,0.0
COc1ccc(CNC(=O)[C@@H](NC(=O)C2CCN(S(=O)(=O)c3ccccc3)CC2)C(C)C)cc1,-0.5,0,0,2,-1,-3,3,4,2,-14,0.0
CN(CC(=O)Nc1cccc(F)c1)C(=O)COc1cccc2c1OC(C)(C)C2,0.0,-5,-4,5,0,-6,-16,-4,0,-5,-0.3
Cc1ccc(NC(=O)c2ccc(-c3cc(Cl)ccc3Cl)o2)c(C)c1,1.2,0,/,-192,2,-5,/,-20,-156,-24,0.0
CC1CCCCC1NC(=O)COC(=O)c1ccc(N(C)C)cc1 (stereo unspecified),-1.7,-2,-2,9,10,-2,-17,-6,-3,-1,0.3
COc1cc(OC)c(C(=O)Nc2ccncc2)cc1OC,0.1,-1,0,-30,3,-20,-8,-8,-19,-7,0.0
O=C1COc2ccccc2N1Cc1ccccc1Cl,-0.5,-4,-4,-8,-10,-9,-11,9,7,-25,2.9
CCN(CC(=O)NCc1cccs1)C(=O)c1cc(S(=O)(=O)N2CCOCC2)ccc1C,2.6,0,2,5,-9,-5,-5,6,19,2,0.0
Nc1ccnn1Cc1ccc(Br)s1,3.4,-1,-1,-2,4,-5,12,-4,-6,-11,-0.2
CCOC(=O)C1CN(S(=O)(=O)c2ccc(C)cc2)CCN1S(=O)(=O)c1ccc(C)cc1 (stereo unspecified),-2.0,-7,-3,-4,-2,-6,-9,/,11,-1,-0.1
OCCOCCn1c(C(CO)Nc2nc(-c3ccccc3Br)cs2)nc2ccccc21 (stereo unspecified),1.4,-5,-3,16,-2,-10,-4,/,15,-1,0.5
CCOC(=O)c1nnc(-c2ccccc2)nc1Sc1c(Cl)cccc1Cl,-1.3,96*,-2,63*,-5,-1,14,-4,64*,-10,-0.1
CCCc1nc2ccccc2c(=O)n1CCc1ccccc1,-0.4,-12,0,6,-9,-6,5,-3,9,-28,0.0
COc1ccc(OC)c(S(=O)(=O)N(C)CC(=O)N2CCOCC2)c1,-0.5,-2,1,8,20,/,5,-16,3,-19,0.6
COc1ccc(NS(=O)(=O)c2ccc3oc(=O)c4[nH]c(=O)c(=O)n(C)c4c3c2)cc1,-0.2,0,-1,3,17,-2,0,-2,-5,18,-0.2
CCCOc1ccc(N2CC(C(=O)Nc3ccccn3)CC2=O)cc1 (stereo unspecified),7.0,1,5,10,-7,/,-3,6,4,-10,0.0
COc1cc(S(=O)(=O)Nc2ccc(C)cc2)ccc1NC(=O)c1ccncc1,2.7,5,-1,18,2,-14,2,-2,13,-18,0.3
COc1ccc(C(=O)CCN2CCN(c3ccccc3F)CC2)cc1,-0.4,4,1,3,2,-15,-1,20,-3,-8,1.8
CC(NC(=O)c1ccccc1NC(=O)CN1CCc2ccccc2C1)c1ccccc1 (stereo unspecified),-0.4,27,-3,11,3,-8,24,-15,27,11,-0.2
Cc1ccc(CNC(=O)CN(Cc2cccs2)C(=O)C2(C)CC(=O)N=C3C=CC=CN32)cc1 (stereo unspecified),-0.8,6,1,14,-5,-5,1,7,5,4,-0.3
Cc1nc(SCc2ccc(Cl)c(Cl)c2)n[nH]1,1.4,7,/,-97,9,-1,/,-1,-69,-42,-0.1
COC(=O)COc1ccc(=O)n(-c2ccccc2)n1,-0.8,1,-2,20,-5,-4,3,/,18,-9,-0.3
COc1ccc(O)c(C(=O)c2cnn(S(=O)(=O)c3ccc(C)cc3)c2)c1,3.6,-3,3,-20,-3,-12,/,-4,-50,-31,0.0
C=C1C(O)C[C@H]2C(=C)CCC3[C@H](OC(=O)[C@]3(O)CO)[C@@H]12 (stereo partly specified),-0.9,1,3,4,1,-6,-6,0,0,12,-0.2
N#C/C(=C\Nc1ccc2cn[nH]c2c1)c1nc(-c2ccccc2)cs1,2.0,-2,/,9,-2,-22,-4,1,-33,-28,-0.3
O=CN1CCN(C(=O)c2ccccc2Cl)CC1,5.3,-3,2,-1,0,/,12,5,-4,-18,0.5
O=C(NCc1cc(C(F)(F)F)cc(C(F)(F)F)c1)C1CC(c2cccc([N+](=O)[O-])c2)=NO1 (stereo unspecified),2.7,16,1,6,-4,-7,-4,0,12,11,0.6
COc1ccc(-c2noc3c2-c2nc(-c4c(F)cccc4F)sc2CC3)cc1,-0.8,-3,1,-10,0,-9,-11,0,-11,-5,-0.3
CCOC(=O)C1CCCc2c1[nH]c1c(C(=O)O)cccc21 (stereo unspecified),4.6,-6,-3,5,-3,/,-5,-4,8,-10,0.0
COc1ccc(NC(=O)CCC(=O)c2cc(C)sc2C)cc1,2.6,7,/,-7,-1,-5,-13,-2,-9,-19,0.0
Cn1nnnc1SCCNCc1cccc2ccccc12,-0.9,-2,2,-21,0,-8,-7,/,-4,-24,0.0
COc1cc(CNc2ccc(S(N)(=O)=O)cc2)ccc1OCc1ccccc1F,0.2,-6,/,-198,-5,-4,-21,-7,-114,-66,0.4
Clc1cccc(Nc2nc(-c3ccncc3)nc3ccccc23)c1,-0.7,44,-2,8,-2,-14,5,-7,83*,12,0.0
C=CCNc1nc(Nc2ccccc2F)nc(OCC)n1,-2.1,0,-3,-164,-3,-5,-49,-21,-233,-127,0.9
COc1cc(C(=O)NCCOc2ccccc2C)c(Br)c(OC)c1OC,0.9,-2,0,16,1,3,-2,-11,13,-41,0.9
C/C(=N\NC(=O)c1ccc(CSc2nncn2C)cc1)c1ccc2ccccc2c1,1.9,-2,2,9,-7,-4,-19,2,1,-17,0.1
CN(CCO)S(=O)(=O)c1ccc2c(c1)C(=O)c1cc(S(=O)(=O)N(C)CCO)ccc1-2,1.6,-6,4,11,3,-4,5,-4,8,-5,-0.1
CC1(C)CC(=O)C2=C(C1)N(c1ccc(F)cc1)C(N)=C(C#N)C2c1cccs1 (stereo unspecified),2.1,2,-1,-3,-6,/,11,-5,2,-17,-0.2

# Continued; the last two above are carried over.
SMILES,iPSC survival up,Exocytosis inh,NR2E3 ag-1,HIF-2a inh,PDI turbidity,CaV13 ICDI inh,TRPM1 prom inh,Vif inh,Peg3 promoter,NR2E3 ag-2,aDG glyco act
CN(CCO)S(=O)(=O)c1ccc2c(c1)C(=O)c1cc(S(=O)(=O)N(C)CCO)ccc1-2,1.6,-6,4,11,3,-4,5,-4,8,-5,-0.1
CC1(C)CC(=O)C2=C(C1)N(c1ccc(F)cc1)C(N)=C(C#N)C2c1cccs1 (stereo unspecified),2.1,2,-1,-3,-6,/,11,-5,2,-17,-0.2
O=C1CN(C(=O)COC(=O)CCS(=O)(=O)c2ccccc2Cl)c2ccccc2N1,-0.5,-1,/,11,1,-8,7,-2,6,-30,0.6
Cc1ccc(NC(=O)CCS(=O)(=O)c2cc3[nH]c(=O)c(=O)[nH]c3cc2C)cc1,-0.3,-2,-1,5,1,-3,-12,7,-1,-32,0.3
Cc1ccc(NS(=O)(=O)c2ccc3oc(=O)ccc3c2)cc1Cl,0.9,14,3,7,-10,-5,11,0,-3,12,0.0
Nc1[nH]c(C(=O)c2ccccc2)c(-c2ccc(Br)cc2)c1C(=O)c1cccs1,0.1,-4,/,-9,/,-4,/,/,/,-2,0.0
Nc1nonc1-n1nnc(C(=O)N/N=C/c2ccc(OCc3ccccc3F)cc2)c1CNc1ccccc1,-0.3,2,-1,-14,0,-2,-34,10,-97,-55,0.0
N#Cc1cc2c(nc1SCc1cccnc1)CCC2,4.7,-3,5,-27,-13,-5,-7,-4,-13,-11,0.1
CCSc1nnc(NC(=O)c2nn(C(C)C)c(=O)c3ccccc23)s1,1.3,0,3,4,4,-3,-8,0,4,5,-0.3
CC(=O)c1ccc2c(c1)OCCOCCOCCOCCO2,0.0,-4,-3,22,0,/,-5,?,9,8,0.1
CCn1cc(C(=O)NCc2ccccc2)c(=O)c2cc(F)c(N3CCN(C(=O)c4ccco4)CC3)cc21,-2.7,18,0,15,-6,-1,46,/,68*,-4,-0.1
O=C(NCc1cccs1)C1CCC(CNS(=O)(=O)c2ccccc2)CC1 (stereo unspecified),0.9,0,0,10,16,-6,2,-17,14,9,-0.3
Cc1ccc(OCc2cc(C(=O)NCC(C)c3ccccc3)no2)cc1C (stereo unspecified),0.5,-3,2,13,8,/,7,/,25,32,0.0
Cc1nc(C(=O)NNC(=O)c2cccc(Cl)c2)c(C(F)(F)F)o1,0.0,-15,0,11,23,-5,-9,-2,-9,0,1.1
Cc1cccc(N(C(=O)CCC(=O)Nc2cc(C)on2)C(C(=O)NC2CCCC2)c2ccc(C)o2)c1 (stereo unspecified),0.1,-2,2,-67,12,-4,-11,3,-50,-24,0.8
COc1ccc(-c2cn(-c3ccc(Br)cc3)c3[n+]2CCS3)cc1,-1.7,-4,0,16,-3,-5,42,-1,-9,-21,-0.4
Clc1ccc(-c2nnc(SCc3nc(-c4ccccc4)no3)o2)cc1,0.0,-3,-5,15,-3,-7,2,/,-13,-7,0.3
Cc1cc(Cl)ccc1NC(=S)N1CCN(Cc2ccc3c(c2)OCO3)CC1,-0.5,-2,1,8,4,/,11,-8,-6,-11,0.2
Cc1cc(N/N=C/c2ccccc2[N+](=O)[O-])nc(-n2nc(C)cc2C)n1,-0.4,24,4,-59,2,-20,8,-17,7,-4,-0.2
C/C(=N\n1c(C)cc(C)c(C#N)c1=O)c1cccs1,0.1,2,-1,-14,-3,-7,-11,11,-6,-4,-0.1
CC(=O)c1c(C)[nH]c(C(=O)NNC(=O)COc2ccc(Cl)cc2C)c1C,0.3,-7,-3,9,1,-5,6,4,7,-16,0.0

# High-throughput results deposited in PubChem by several laboratories.
